Screening results from PubChem BioAssay.
PAFAH1B3 FP inh: PAFAH1B3 enzyme inhibitors, primary screen, biochemical, fluorescence polarization, human | Platelet-activating factor acetylhydrolase IB subunit alpha1 (Homo sapiens), Q15102 | recombinant PAFAH1B3, FP-rhodamine probe | inhibition, % at 3.39 µM | 0.28% of 340,000 active | AID 492972, 2010;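 active = inhibition above the screen-wide average of all tested compounds plus 3 SD, cut at about 25% in these data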;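 note: 0% = enzyme with DMSO only and 100% = wells lacking PAFAH1B3 protein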
Target sequence (Q15102 whole entry, looked up): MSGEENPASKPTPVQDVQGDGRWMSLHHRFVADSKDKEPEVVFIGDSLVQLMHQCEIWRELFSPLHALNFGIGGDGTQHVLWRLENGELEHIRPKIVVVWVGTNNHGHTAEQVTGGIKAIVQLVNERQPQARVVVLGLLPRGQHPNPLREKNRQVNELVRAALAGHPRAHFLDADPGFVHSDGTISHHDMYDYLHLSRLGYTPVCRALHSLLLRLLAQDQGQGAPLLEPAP
EBNA-1 inh: EBNA-1 DNA-binding inhibitors, primary screen, biochemical, fluorescence polarization; inhibition, % at 14.8 µM; 0.34% of 300,000 active; AID 1950, 2009; in the data active = inhibition above about 28%
LYPLA1 inh: LYPLA1 inhibitors, primary screen, counter-screen for PME1 inhibitor project, biochemical, fluorescence polarization, FP-Rh probe ABPP; AID 2174, 2009; 0.16% of 320,000 active; Acyl-protein thioesterase 1 (Homo sapiens), O75608; recombinant LYPLA1; inhibition, % at 5.9 µM;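 active = inhibition above the mean of all tested compounds plus 3 SD, set per campaign, cut at about 14% in these data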;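 note: inhibitors block serine hydrolase probe labeling of LYPLA1 so polarization falls; 0% = enzyme with DMSO and 100% = wells lacking LYPLA1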
PAFAH2 inh: PAFAH2 enzyme inhibitors, primary screen, biochemical, fluorescence polarization, human; Platelet-activating factor acetylhydrolase 2, cytoplasmic (Homo sapiens), Q99487; recombinant PAFAH2, FP-rhodamine activity probe; inhibition, % at 3.39 µM; 0.99% of 340,000 active; AID 492956, 2010;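 active = inhibition above the mean over all tested compounds plus 3 SD, cut at about 30% in these data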;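 note: inhibitors block probe labeling of enzyme so polarization drops; 0% = enzyme with DMSO and 100% = wells lacking PAFAH2 protein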
pPAFAH FP inh: pPAFAH enzyme inhibitors, primary screen, biochemical, fluorescence polarization, human. recombinant pPAFAH, FP-rhodamine probe fluorescence polarization. AID 463082, 2010. 1.5% of 330,000 active. inhibition, % at 3.39 µM. Platelet-activating factor acetylhydrolase (Homo sapiens), Q13093;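 active = inhibition above the mean inhibition across the screen plus 3 SD, cut at about 25% in these data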;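 note: inhibitors block binding of the rhodamine activity-based probe so polarization drops; 0% = enzyme with DMSO and 100% = wells lacking pPAFAH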
LYPLA2 inh: LYPLA2 inhibitors, primary screen, counter-screen for PME1 inhibitor project, biochemical, fluorescence polarization, FP-Rh probe ABPP; Acyl-protein thioesterase 2 (Homo sapiens), O95372; recombinant LYPLA2; inhibition, % at 5.9 µM; 0.38% of 320,000 active;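 active = inhibition above the screen-wide mean plus 3 SD, limit set per campaign, cut at about 26% in these data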;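 note: 0% = LYPLA2 with DMSO and 100% = wells lacking LYPLA2 enzyme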
Target sequence (O95372 whole entry, looked up): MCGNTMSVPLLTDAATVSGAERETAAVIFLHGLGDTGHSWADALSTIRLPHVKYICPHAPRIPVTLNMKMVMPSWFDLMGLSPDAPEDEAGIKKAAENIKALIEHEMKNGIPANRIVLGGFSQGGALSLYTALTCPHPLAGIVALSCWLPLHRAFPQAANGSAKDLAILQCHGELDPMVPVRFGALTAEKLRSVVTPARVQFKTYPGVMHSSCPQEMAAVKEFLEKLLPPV
PAFAH1B2 inh: PAFAH1B2 enzyme inhibitors, primary screen, biochemical, fluorescence polarization, human. AID 492953, 2010. 1.2% of 340,000 active. inhibition, % at 3.39 µM. recombinant PAFAH1B2, FP-rhodamine activity probe. Platelet-activating factor acetylhydrolase IB subunit alpha2 (Homo sapiens), P68402;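 active = inhibition above the mean of all tested compounds plus 3 SD, cut at about 24% in these data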;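 note: 0% = enzyme with DMSO and 100% = wells lacking PAFAH1B2; many of its hits are not listed in these tables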
Target sequence (P68402 whole entry, looked up): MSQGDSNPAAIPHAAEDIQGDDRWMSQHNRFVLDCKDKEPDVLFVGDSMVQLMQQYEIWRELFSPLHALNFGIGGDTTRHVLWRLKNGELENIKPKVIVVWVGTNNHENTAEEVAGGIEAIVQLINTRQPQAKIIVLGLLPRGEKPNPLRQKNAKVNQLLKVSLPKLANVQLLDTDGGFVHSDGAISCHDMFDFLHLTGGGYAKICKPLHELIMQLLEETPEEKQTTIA
PREPL inhibitor: PREPL enzyme inhibitors, primary screen, biochemical, fluorescence polarization | recombinant PREPL, fluorescence polarization activity-based probe | AID 2751, 2010 | inhibition, % at 5.96 µM | 0.68% of 320,000 active | Prolyl endopeptidase-like (Homo sapiens), Q4J6C6; in the data active = inhibition above about 43%;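 note: 0% = enzyme with DMSO and 100% = wells lacking enzyme; many of its hits are not listed in these tables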
ZTA counter: ZTA (EBV) inhibition in EBNA-1 counter-screen. ZTA-DNA binding, fluorescence polarization. 0.15% of 320,000 active. inhibition, % at 11 µM; in the data active = inhibition above about 33%
Target sequence (P03206 whole entry, looked up): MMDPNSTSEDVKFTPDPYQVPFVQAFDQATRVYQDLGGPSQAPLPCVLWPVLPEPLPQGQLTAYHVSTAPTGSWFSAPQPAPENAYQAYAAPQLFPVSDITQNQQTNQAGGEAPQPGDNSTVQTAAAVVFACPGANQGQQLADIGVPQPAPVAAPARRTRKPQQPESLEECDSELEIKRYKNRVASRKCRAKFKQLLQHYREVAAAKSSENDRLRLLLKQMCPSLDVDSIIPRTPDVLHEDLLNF
* marks the source's active call; other numbers are inactive results; / = not tested or not shown. This is a subset (hit frequency here may not be typical).

SMILES	PAFAH1B3 FP inh	EBNA-1 inh	LYPLA1 inh	PAFAH2 inh	pPAFAH FP inh	LYPLA2 inh	PAFAH1B2 inh	PREPL inhibitor	ZTA counter
C[N+]1(C)CCN(c2ccccc2)CC1	-0.8	-13.6	1.6	-12.5	-6.6	0.9	-1.3	-8.1	-5.3
NNc1n[nH]c(=S)n1N	13.6	7.3	2.3	4.9	2.9	-0.4	7.6	5.3	8.9
CC(=O)N(C1=NCCCS1)c1ccc(F)cc1	4.5	10.5	-1.0	1.3	4.5	4.9	3.4	14.4	-1.8
O=[N+]([O-])c1cc([As](=O)(O)O)ccc1O	4.5	-0.8	1.5	-10.1	-2.3	0.3	0.4	-1.9	-10.9
CC(=O)c1ccc(OCC(=O)N2CCCC(N3CCN(c4ccccc4C)CC3)C2)cc1 (stereo not given)	6.2	8.1	-1.5	6.7	-2.2	7.5	3.0	16.2	13.6
CCCn1cc(C(=O)O)cn1	1.8	-12.4	3.1	2.5	-1.0	5.3	-0.2	1.3	4.8
Cc1ccc(-n2c(O)c(C=NC3CCCC3)c(=O)[nH]c2=O)c(C)c1	9.4	-0.2	-1.0	-5.4	1.8	7.4	-1.2	2.2	3.1
Cc1ccc2c(c1)[C@@H]1CN(C)CC[C@@H]1N2C(=O)Nc1cccc(C(F)(F)F)c1	-9.1	5.1	-3.3	1.7	1.4	0.0	3.1	29.9	0.2
C[C@]1(O)CCC2C3CC[C@@H]4CC(=O)CC[C@]4(C)C3CC[C@@]21C (stereo not given in full)	6.4	/	/	-3.2	2.3	/	1.8	-8.8	/
COc1ccc(OC)c(CC(=O)O)c1	2.2	13.5	2.0	3.5	0.5	-1.5	1.0	1.2	7.0
Cc1[nH]c2ccccc2c1C(=O)C(=O)N1CC2CC(C1)c1cccc(=O)n1C2 (stereo not given)	3.2	-8.6	-3.1	-3.6	2.9	-2.6	2.4	0.5	-6.4
CC1CCC(C(=O)NC(C(=O)N2CCC3(CC2)OCCO3)C(C)C)CC1 (stereo not given)	2.4	-0.5	-3.3	6.6	2.1	1.4	8.3	-2.0	-3.6
COC(=O)C1=C(c2cccc(C#N)c2)C[C@@H]2CC[C@H]1N2C(=O)N1CCc2cc(OC)c(OC)cc2C1	8.3	/	-2.3	1.3	-4.1	0.8	3.0	16.6	-4.2
CN(C)c1ccc(CCN2CCOCC2)cc1	-3.0	-16.3	-5.0	-0.5	0.1	-11.7	-3.0	14.8	1.7
C[C@]12CC[C@@H](O)C[C@@H]1CC[C@@H]1[C@@H]2CC[C@]2(C)[C@@H](O)CC[C@@H]12	1.9	8.6	-3.0	-6.3	6.0	-3.9	-0.8	-6.5	-4.4
CC(=O)OC1(c2ccccc2)CCN(C)C(C)C1C (stereo not given)	3.8	-5.8	-2.3	-5.6	-8.4	-10.1	0.7	4.2	21.2
CCCCn1c(=O)c(C(=O)Nc2ccccc2C)c(O)c2ccccc21	1.6	-4.5	-3.0	8.1	3.9	-1.7	5.6	9.5	-14.8
CC(C)c1oc(=O)cc2c1[C@@H](O)[C@H]1OC(=O)[C@@]3(C)CC[C@@H](O)[C@@]2(C)C13 (stereo not given in full)	5.9	-6.8	3.7	-4.6	0.1	-5.5	0.8	9.3	12.8
CN(C)CCN=Cc1c(O)n(Cc2ccc3c(c2)OCO3)c(=S)[nH]c1=O	1.2	-1.5	-2.4	1.4	7.2	-2.2	2.9	-3.9	5.4
Cc1cc(C=O)c(C)n1C(C)C	7.6	-7.5	-4.2	1.7	-2.5	-6.6	1.8	-4.1	3.0

Pulled by compound from above:
SMILES	PAFAH1B3 FP inh	EBNA-1 inh	LYPLA1 inh	PAFAH2 inh	pPAFAH FP inh	LYPLA2 inh	PAFAH1B2 inh	PREPL inhibitor	ZTA counter
CC(=O)OC1(c2ccccc2)CCN(C)C(C)C1C (stereo not given)	3.8	-5.8	-2.3	-5.6	-8.4	-10.1	0.7	4.2	21.2
NNc1n[nH]c(=S)n1N	13.6	7.3	2.3	4.9	2.9	-0.4	7.6	5.3	8.9
CC(=O)c1ccc(OCC(=O)N2CCCC(N3CCN(c4ccccc4C)CC3)C2)cc1 (stereo not given)	6.2	8.1	-1.5	6.7	-2.2	7.5	3.0	16.2	13.6
Cc1ccc(-n2c(O)c(C=NC3CCCC3)c(=O)[nH]c2=O)c(C)c1	9.4	-0.2	-1.0	-5.4	1.8	7.4	-1.2	2.2	3.1
C[N+]1(C)CCN(c2ccccc2)CC1	-0.8	-13.6	1.6	-12.5	-6.6	0.9	-1.3	-8.1	-5.3

Next compounds:
SMILES	PAFAH1B3 FP inh	EBNA-1 inh	LYPLA1 inh	PAFAH2 inh	pPAFAH FP inh	LYPLA2 inh	PAFAH1B2 inh	PREPL inhibitor	ZTA counter
O=[N+]([O-])c1c2ccccc2cc2ccccc12	2.5	/	-7.2	4.1	-5.4	-11.2	-2.1	3.2	-14.1
COc1ccccc1N1CCN(Cc2ccc(Br)s2)CC1	9.9	15.0	3.6	3.3	-3.6	6.3	8.3	12.2	-12.2
CCCCCCCCCCCCn1ccc(=N)cc1	8.7	-0.4	3.5	1.9	14.8	14.6	2.9	7.7	29.3
CC1(C)CC(=O)C2=C(C1)NC(=O)C21C(C(=O)OC(C)(C)C)=C(N)Oc2ccc(Br)cc21 (stereo not given)	1.6	3.2	-3.3	0.8	0.7	-2.2	1.1	8.5	-13.6
COCc1c(CN)cnc(C)c1N	0.4	3.2	-2.4	4.2	1.0	1.8	-2.8	-5.1	14.0
O=C(NCc1ccccc1)c1cccn(Cc2ccccc2)c1=O	4.7	5.3	-4.2	12.7	4.1	-8.1	0.9	7.2	-7.2
Cc1oc(-c2ccccc2Cl)nc1CN1C(=O)CN=C(c2ccccc2)c2ccccc21	2.0	8.4	-2.1	9.3	-0.6	-1.4	1.5	26.6	-7.9
COc1ccc(-c2cc(=Nc3cccc(C(=O)O)c3)c3cc(C)ccc3o2)cc1	6.4	10.9	-0.8	-2.0	3.2	-4.0	0.4	-8.5	1.0
N#CCCn1cc(C(=O)NCc2ccccc2)c(-c2ccc3c(c2)OCCO3)n1	5.4	-0.1	0.5	-4.3	-3.9	-1.7	-2.6	12.2	0.9
CCCS(=O)(=O)N1CCC(C(=O)N2CCC3(CC2)OCCO3)CC1	6.4	1.7	-1.1	0.7	-2.6	-2.6	1.6	6.2	16.0
O=C(NCCN1CCCCC1)c1ccc(Cl)nc1Cl	12.7	-7.8	-1.4	-15.1	-3.0	-2.5	0.4	12.4	13.1
CC1COC2N=C(N[N+](=O)[O-])NC2O1 (stereo not given)	5.8	-11.6	-3.8	-0.5	-4.6	-5.1	8.0	13.4	7.5
O=C(O)C1C(C(=O)O)C2(Cl)C(Cl)=C(Cl)C1(Cl)C2(Cl)Cl (stereo not given)	4.1	/	0.4	27.6	-2.1	-2.6	6.3	-4.6	3.0
COc1cc(N2CCOCC2)ccc1/C=C1\C(=O)NC(=O)N(Cc2cccs2)C1=O	-2.4	5.0	-6.7	-1.4	4.8	-10.1	-0.7	-9.3	15.2
Cc1nc2ccc(Cl)cn2c1P(=S)(N1CCOCC1)N1CCOCC1	1.0	6.5	5.1	-3.5	1.2	6.4	4.5	-3.5	-0.7
Cc1cccc(NC(=O)N2CCCC2)c1	-1.0	-3.2	1.2	-2.8	-1.8	-3.6	-0.8	-0.3	1.0
N#Cc1c(/N=C/c2ccc(O)cc2O)sc2c1C1CCN2CC1	-0.7	-11.0	2.1	2.7	9.0	-1.2	1.6	-2.1	2.6
CC[N+](CC)(CC#CCO)CC#Cc1ccccc1	12.2	-11.4	1.6	0.0	-5.6	2.6	6.0	8.2	5.7
CN(Cc1ccccc1)C1CCCN(C(=O)COc2ccccc2Cl)C1 (stereo not given)	4.3	7.6	0.8	1.7	3.2	4.0	4.7	-0.3	22.9
COc1cccc(C2(O)CCSCC2CN(C)C)c1 (stereo not given)	3.9	-8.8	-3.2	6.8	-0.6	-3.6	-4.6	8.1	1.1
NC(=O)OCCCc1ccccc1	4.4	9.7	1.5	-2.0	1.6	3.1	5.4	-3.8	13.1
O=c1[nH]c(=O)n(-c2ccc(Br)cc2)c(O)c1C=NCCN1CCCCC1	6.9	6.3	-1.1	5.0	2.2	0.0	6.5	-3.7	2.7
C[C@]12CC[C@H]3[C@@H](CC[C@]4(O)C[C@@H](O)CC[C@]34C=O)[C@@]1(O)CC[C@@H]2C1=CC(=O)OC1	2.8	1.4	3.6	-2.6	3.4	3.7	-2.0	-2.6	26.1
CCOC(=O)C(O)(c1ccc(NC(=O)NC2CCCCC2)cc1)C(F)(F)F (stereo not given)	7.7	5.8	-3.6	7.1	-2.8	-0.2	5.2	-3.6	15.9
COC(=O)C1=C(c2cccc3c2S(=O)(=O)c2ccccc2-3)C[C@@H]2CC[C@H]1N2C(=O)N1CCc2cc(OC)c(OC)cc2C1	3.2	/	-3.6	1.4	0.1	-11.2	-1.3	-0.1	-10.6
Cc1nc2cc(-c3ccccc3)nn2c(C)c1CCC(=O)N1CCC2(CC1)OCCO2	3.4	11.7	-3.4	-5.9	4.9	-0.2	-0.5	38.7	-1.8
CC(C)OP(=O)(OC(C)C)C(O)c1cccnc1 (stereo not given)	2.6	2.1	1.7	-3.7	-1.5	1.8	0.4	15.5	-9.9
Cc1cccc(-n2c(O)c(/C=C3/C(c4ccccc4)=Nc4ccccc43)c(=O)[nH]c2=O)c1	6.7	-6.2	-7.1	0.4	-5.5	-13.4	-0.3	5.5	6.1
O=[N+]([O-])c1cc(F)c(N2CCCC2)cc1Br	6.0	4.7	-0.8	2.6	-0.6	2.0	7.4	-4.7	-9.8
COc1cccc(CN2CCN(C(=O)COc3ccc4ccccc4c3)CC2)c1	2.7	-1.4	1.9	-8.2	-0.8	13.7	5.5	-2.8	-36.0
N#CC[N+]1(CCCNP2(=O)C=C(c3ccccc3)OC(c3ccccc3)=C2)CCOCC1	-2.6	0.7	1.2	9.3	1.0	7.9	-3.2	17.4	1.4
Cc1noc(C)c1CSCC(=O)Nc1ccc(C#N)c(Cl)c1	-0.8	/	/	-6.9	4.3	/	2.2	-8.2	/
Cc1ccc2c(c1)C(c1ccccc1)=NCC(=O)N2	-5.0	-7.7	1.2	-12.4	-1.9	0.7	-7.8	19.4	-13.4
COc1cccc2c1O[C@H]1C(=O)CC[C@H]3CN(C)CCC231 (stereo not given in full)	10.5	7.7	-1.9	-17.2	1.6	6.0	4.4	-7.0	12.5
CC(C)(CN)CC(=O)O	2.7	-5.5	2.3	-6.9	5.4	2.3	-1.3	-11.1	-2.0
CC(Cc1ccccc1Sc1ccccc1)N(C)C (stereo not given)	3.0	-4.5	1.0	6.1	-2.9	-0.1	-0.1	-19.8	5.1
CN(C)CCCNCC(=O)Nc1ccc(Cl)cc1C(=O)c1ccccc1	11.7	4.2	2.8	0.4	4.8	2.9	4.7	20.8	10.0
